aGlu spleen mod – qHTS Assay for Inhibitors and Activators of Human alpha-Glucosidase From Spleen Homogenate; human spleen homogenate, 4-MU-alpha-glucoside fluorescence; Potency, µM (top dose mostly 79.9 µM), for the others: top-dose activity change, negative = inhibition, most hits filed as inhibitors; actives 0.006% (n = 240,000);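 note: 0% = enzyme with vehicle and -100% = no enzyme basal signal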
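Compounds were titrated against alpha-glucosidase in spleen homogenate at pH 5.0, with 1 mM 4-methylumbelliferyl substrate for 40 min at 37 C. Reactions were quenched with pH 10 NaOH/glycine and fluorescence measured.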
SMN2 splice up – qHTS Assay for Enhancers of SMN2 Splice Variant Expression; HEK293 SMN2-luciferase splicing reporter, luminescence, 30-36 h; Potency, µM (series often up to 46.1 µM), inactives show at the top dose activity change, positive = activation, most hits filed as activators; actives 2.8% (n = 210,000); note: % of control where 0% means no effect; nearly all actives have a fitted effect of over 55% in size
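HEK293 cells carry an SMN2 minigene-luciferase reporter in which exon 7 inclusion puts luciferase in frame. Cells were seeded at 2000 cells/well, attached for 10-12 hours, then exposed to compounds for 30-36 hours at 37C before ONE-Glo luminescence.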
ALDH1A1 block – qHTS Assay for Inhibitors of Aldehyde Dehydrogenase 1 (ALDH1A1); Purified ALDH1A1, NADH fluorescence, propionaldehyde substrate; Potency, µM (doses to about 75.3 µM), inactives show top-dose activity, negative = inhibition, hits mostly inhibitors; actives 7.3% (n = 220,000); active = well fitted inhibition curve with a large enough effect, not every such curve was filed as active; inconclusive = small, poorly fitted or top-dose-only effect, or another doubt; inactive = no such curve, though single readings can be large or run the other way;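 note: plate controls were no enzyme wells and a reference inhibitor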
Target sequence (P00352 whole entry, looked up): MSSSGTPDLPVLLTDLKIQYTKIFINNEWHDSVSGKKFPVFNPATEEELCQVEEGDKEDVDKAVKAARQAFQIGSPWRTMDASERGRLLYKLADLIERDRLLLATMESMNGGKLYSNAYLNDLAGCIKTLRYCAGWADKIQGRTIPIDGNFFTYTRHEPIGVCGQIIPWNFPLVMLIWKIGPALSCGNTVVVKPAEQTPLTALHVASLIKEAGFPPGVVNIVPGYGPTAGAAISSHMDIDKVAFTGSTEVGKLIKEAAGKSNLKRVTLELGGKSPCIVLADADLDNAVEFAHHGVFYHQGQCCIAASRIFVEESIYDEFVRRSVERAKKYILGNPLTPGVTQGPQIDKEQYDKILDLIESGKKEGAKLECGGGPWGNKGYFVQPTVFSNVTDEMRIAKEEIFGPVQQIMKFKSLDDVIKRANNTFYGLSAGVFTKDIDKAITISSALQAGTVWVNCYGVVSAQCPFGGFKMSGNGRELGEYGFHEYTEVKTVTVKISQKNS
GAA glycogen – qHTS Assay for Inhibitors and Activators of Human alpha-Glucosidase Cleavage of Glycogen. Lysosomal alpha-glucosidase (Homo sapiens), P10253. recombinant GAA, glycogen substrate, Amplex Red glucose oxidase fluorescence. Potency, µM (series often up to 76.4 µM), without a hit: at the top dose activity change, negative = inhibition, hits mostly inhibitors. actives 0.38% (n = 300,000). AID 2100, 2009;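 note: 0% = full enzyme reaction and -100% = no-enzyme basal signal; the screen sought inhibitors and activators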
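qHTS, 1536-well; enzyme 4 nM final; cpd up to 77 uM; substrate bovine liver glycogen 30 ug; 50 mM citrate/phosphate pH 5.0, 0.01% Tween-20; 37 C, 40 min; Amplex Red detection 45 min RT; Hill fit → AC50.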
GLA spleen mod – qHTS Assay for Inhibitors and Activators of Human alpha-Galactosidase From Spleen Homogenate. Alpha-galactosidase A (Homo sapiens), P06280. human spleen homogenate, 4MU-alpha-Gal fluorescence, 40 min. Potency, µM (doses to about 80 µM), without a hit: top-dose activity change, negative = inhibition, most hits filed as inhibitors. actives 0.008% (n = 240,000). AID 2107, 2009;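 note: 0% = enzyme with vehicle and -100% = no enzyme basal signal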
Target sequence (P06280 32-429 limits assumed): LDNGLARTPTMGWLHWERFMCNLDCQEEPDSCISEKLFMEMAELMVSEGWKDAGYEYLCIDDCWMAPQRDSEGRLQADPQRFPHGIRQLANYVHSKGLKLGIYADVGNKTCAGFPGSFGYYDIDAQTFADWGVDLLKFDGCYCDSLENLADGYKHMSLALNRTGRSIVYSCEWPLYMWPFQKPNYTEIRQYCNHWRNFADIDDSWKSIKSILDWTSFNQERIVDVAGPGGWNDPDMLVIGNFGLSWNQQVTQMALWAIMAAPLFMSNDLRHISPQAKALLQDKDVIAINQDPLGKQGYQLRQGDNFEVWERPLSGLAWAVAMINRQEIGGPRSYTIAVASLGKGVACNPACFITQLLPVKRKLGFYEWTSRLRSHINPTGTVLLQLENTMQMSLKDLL
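Human spleen homogenate (1 ug) was the enzyme source, with 4-methylumbelliferyl-alpha-D-galactopyranoside (1 mM final) in pH 5.0 citrate buffer with 0.01% Tween-20. Compounds were titrated; after 40 min at 37C, NaOH/glycine stop, 4-MU fluorescence read; AC50 from Hill fits.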
RGS12 GoLoco inh – qHTS Assay for Inhibitors of RGS12 GoLoco Motif Activity (Red Fluorophore); Guanine nucleotide-binding protein G(i) subunit alpha-1 (Homo sapiens), P63096; Gai1:RGS12 GoLoco peptide FP, rhodamine, 10 min; Potency, µM (series often up to 61.6 µM), for inactives: at the top dose activity, negative = inhibition, most hits filed as inhibitors; actives 0.44% (n = 230,000); active = well fitted inhibition curve with a large enough effect, not every such curve was filed as active; inactive = no such curve, though single readings can be large or run the other way; note: % is set by controls: 0 for no effect and ±100 for the full control effect; nearly all actives have a fitted effect of over 30% in size; many of its hits are not listed in these tables
GAA inhib – qHTS Assay for Inhibitors of Human alpha-Glucosidase as a Potential Chaperone Treatment of Pompe Disease. Potency, µM (highest dose often 76.9 µM), for inactives: at the highest dose activity change, negative = inhibition, hits mostly inhibitors. Lysosomal alpha-glucosidase (Homo sapiens), P10253. purified human GAA, 4-MU-alpha-glucoside fluorescence. actives 0.005% (n = 200,000);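 note: plate controls were uninhibited enzyme wells for no effect and no-enzyme background for full effect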
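Activity normalized between no-enzyme (basal) and enzyme-only wells. Conditions: 4 nM human enzyme, 400 uM fluorogenic substrate, citrate/phosphate pH 5.0 with Tween-20, 20 min room temperature, compounds up to 77 uM.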
KDM4E inh – qHTS Assay for Inhibitors of Human Jumonji Domain Containing 2E (JMJD2E). JMJD2E catalytic domain, FDH-coupled NADH fluorescence (FDH is formaldehyde dehydrogenase). AID 2147, 2009. Lysine-specific demethylase 4E (Homo sapiens), B2RXH2. actives 1.6% (n = 230,000). Potency, µM (titrated, usually from 57.1 µM), for inactives: at the highest dose activity change, negative = inhibition, actives largely listed as inhibitors; active = well fitted inhibition curve with a large enough effect, not every such curve was filed as active; inconclusive = small, poorly fitted or top-dose-only effect, or another doubt; inactive = no such curve, though single readings can be large or run the other way;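 note: 0% = wells with enzyme and -100% = buffer wells without enzyme; nearly all actives have a fitted effect of over 50% in size; many of its hits are not listed in these tables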
The depositor's hits bear a star; [ ] = remark or other dose. Unless noted, calls come from the whole dose curve; as a rule, active = well fitted curve in the direction sought with a large enough effect; inconclusive = small, poorly fitted or top-dose-only effect, or another doubt; inactive = no such curve, though single readings can be large; an effect the other way counts as inactive or inconclusive. Potency is the fitted concentration of half-maximal effect. A portion of the library; rates above refer to the full screens.

How did CCOC(=O)c1cccc(NC(=O)CCn2nnc3ccccc32)c1 do in these assays?
aGlu spleen mod: -1%; SMN2 splice up: 3%; ALDH1A1 block: 6%; GAA glycogen: 6%; GLA spleen mod: 2%; RGS12 GoLoco inh: 4%; GAA inhib: 0%; KDM4E inh: 0%

What do the screens show for `Nc1ccc(Sc2nnnn2-c2ccccc2)c(Cl)c1`?
aGlu spleen mod: 7%; ALDH1A1 block: 22µM*; GAA glycogen: 5%; GLA spleen mod: 3%; RGS12 GoLoco inh: 2%; GAA inhib: 4%; KDM4E inh: 6%

How did CN1CCc2c(sc(/N=C/c3cc(Cl)ccc3O)c2C#N)C1 do in these assays?
aGlu spleen mod: -2%; GAA glycogen: -18%; GLA spleen mod: 1%; RGS12 GoLoco inh: 45%[activator]; KDM4E inh: inconclusive

What do the screens show for `COCCNC(=O)CCCn1c(=O)c2cc(OC)c(OC)cc2n(CC(=O)c2ccc(Cl)cc2)c1=O`?
aGlu spleen mod: -2%; SMN2 splice up: -11%; ALDH1A1 block: 1%; GAA glycogen: 6%; GLA spleen mod: -2%; RGS12 GoLoco inh: 1%; GAA inhib: 2%; KDM4E inh: -3%

What do the screens show for `O=C(O)C1C2CCC(O2)C1C(=O)Nc1cccc(F)c1` (stereo unspecified)?
aGlu spleen mod: -7%; SMN2 splice up: 2%; ALDH1A1 block: 0%; GAA glycogen: -1%; GLA spleen mod: -27%; RGS12 GoLoco inh: -5%; GAA inhib: -16%; KDM4E inh: -9%

How did Cc1cc(C(=O)NCC(=O)OC(C(=O)Nc2cc(C(F)(F)F)ccc2Cl)c2ccccc2)ccc1[N+](=O)[O-] (stereo unspecified) do in these assays?
aGlu spleen mod: -10%; SMN2 splice up: 6%; ALDH1A1 block: -15%; GAA glycogen: -6%; GLA spleen mod: -18%; RGS12 GoLoco inh: 0%; GAA inhib: -5%; KDM4E inh: 3%

Results for CCN(CC)c1ccc(/C=N/Nc2nc3ccccc3[nH]2)cc1 ?
aGlu spleen mod: -16%; SMN2 splice up: -92%[inhibitor]; ALDH1A1 block: inconclusive; GAA glycogen: -13%; GLA spleen mod: 4%; RGS12 GoLoco inh: 9%; GAA inhib: 2%; KDM4E inh: inconclusive

How did COc1cc(Cl)cc(C#N)c1OCC(=O)O do in these assays?
aGlu spleen mod: -4%; SMN2 splice up: 14%; ALDH1A1 block: -10%; GAA glycogen: 6%; GLA spleen mod: -9%; RGS12 GoLoco inh: 11%; GAA inhib: 1%; KDM4E inh: 6%

How did CCOC(=O)Cc1csc(NC(=O)c2ccc(Br)s2)n1 do in these assays?
aGlu spleen mod: 0%; SMN2 splice up: -6%; ALDH1A1 block: -6%; GAA glycogen: -8%; GLA spleen mod: 4%; RGS12 GoLoco inh: 3%; GAA inhib: -4%; KDM4E inh: 0%

How did CCCC(=O)OCC(=O)Nc1ccc2c(c1)OCO2 do in these assays?
aGlu spleen mod: -2%; SMN2 splice up: 1%; ALDH1A1 block: inconclusive; GAA glycogen: -4%; GLA spleen mod: 4%; RGS12 GoLoco inh: -1%; GAA inhib: 5%; KDM4E inh: -7%

Molecules from the list above containing an aryl methoxy group (two):
What do the screens show for `COCCNC(=O)CCCn1c(=O)c2cc(OC)c(OC)cc2n(CC(=O)c2ccc(Cl)cc2)c1=O`?
aGlu spleen mod: -2%; SMN2 splice up: -11%; ALDH1A1 block: 1%; GAA glycogen: 6%; GLA spleen mod: -2%; RGS12 GoLoco inh: 1%; GAA inhib: 2%; KDM4E inh: -3%

How did COc1cc(Cl)cc(C#N)c1OCC(=O)O do in these assays?
aGlu spleen mod: -4%; SMN2 splice up: 14%; ALDH1A1 block: -10%; GAA glycogen: 6%; GLA spleen mod: -9%; RGS12 GoLoco inh: 11%; GAA inhib: 1%; KDM4E inh: 6%

Further entries.
Results for COCc1nnc(NC(=O)CCCCCN2C(=O)c3ccccc3C2=O)s1 ?
aGlu spleen mod: 1%; SMN2 splice up: -12%; ALDH1A1 block: -15%; GAA glycogen: -9%; GLA spleen mod: -1%; RGS12 GoLoco inh: 1%; GAA inhib: 0%; KDM4E inh: 0%

Results for CC(C)C(=O)Nc1nnc(Cc2c[nH]c3ccccc23)s1 ?
aGlu spleen mod: 1%; GAA glycogen: 0%; GLA spleen mod: 5%; RGS12 GoLoco inh: 0%; KDM4E inh: 0%

What do the screens show for `Cc1oc(-c2cc(F)ccc2F)nc1CN1CCN(C)C(=O)[C@@H]1C`?
aGlu spleen mod: -8%; ALDH1A1 block: 9%; GAA glycogen: -8%; GLA spleen mod: -2%; RGS12 GoLoco inh: 3%; GAA inhib: 13%; KDM4E inh: -4%

What do the screens show for `Cc1ccc2c(c1)cc(CN(Cc1ccc3c(c1)OCO3)S(=O)(=O)c1ccccc1)c1nnnn12`?
aGlu spleen mod: -4%; SMN2 splice up: 3%; ALDH1A1 block: inconclusive; GAA glycogen: 7%; GLA spleen mod: -8%; RGS12 GoLoco inh: -3%; GAA inhib: -6%; KDM4E inh: -1%

How did Oc1ccc(-c2csc(Nc3ncccn3)n2)c(O)c1 do in these assays?
aGlu spleen mod: 6%; SMN2 splice up: 11µM*; ALDH1A1 block: 21%; GAA glycogen: -26%; GLA spleen mod: 6%; RGS12 GoLoco inh: 4%; GAA inhib: -2%; KDM4E inh: 7%

Results for COc1ccc(Cc2nnc(-c3cccc(C)c3)o2)cc1OC ?
aGlu spleen mod: 2%; SMN2 splice up: -84%[inhibitor]; ALDH1A1 block: -7%; GAA glycogen: -1%; GLA spleen mod: 6%; RGS12 GoLoco inh: 4%; GAA inhib: -2%; KDM4E inh: -5%

Results for Cc1ccc(N2C(=O)C3C=NNC3C2=O)cc1 (stereo unspecified) ?
aGlu spleen mod: -2%; SMN2 splice up: -2%; ALDH1A1 block: -2%; GAA glycogen: 3%; GLA spleen mod: -12%; RGS12 GoLoco inh: 3%; GAA inhib: 13%; KDM4E inh: 11%

What do the screens show for `Cc1csc(NC(=O)Cn2cnnn2)n1`?
aGlu spleen mod: -4%; SMN2 splice up: 2%; ALDH1A1 block: 18%; GAA glycogen: -3%; GLA spleen mod: -10%; RGS12 GoLoco inh: -6%; GAA inhib: -1%; KDM4E inh: 6%

How did COc1ccc(CCNc2nncc(=O)[nH]2)cc1OC do in these assays?
aGlu spleen mod: 4%; SMN2 splice up: -7%; ALDH1A1 block: 1%; GAA glycogen: 2%; GLA spleen mod: 6%; RGS12 GoLoco inh: -5%; GAA inhib: 3%; KDM4E inh: 10%

How did COC(=O)c1ccc2c(=O)sc(N3CCC(C(N)=O)CC3)nc2c1 do in these assays?
aGlu spleen mod: -6%; SMN2 splice up: -3%; ALDH1A1 block: -3%; GAA glycogen: -10%; GLA spleen mod: -7%; RGS12 GoLoco inh: -4%; GAA inhib: 4%; KDM4E inh: inconclusive

How did CC1=C(C(=O)Nc2ccccc2)C(c2ccc(O)cc2)N2C(=O)CSC2=N1 (stereo unspecified) do in these assays?
aGlu spleen mod: -1%; SMN2 splice up: inconclusive; ALDH1A1 block: 5%; GAA glycogen: -2%; GLA spleen mod: 2%; RGS12 GoLoco inh: -18%; GAA inhib: 1%; KDM4E inh: -6%

What do the screens show for `c1ccc(CNc2ncnc3ccc(-c4ccc5c(c4)OCO5)cc23)cc1`?
aGlu spleen mod: 14%; ALDH1A1 block: inconclusive; GLA spleen mod: 17%; RGS12 GoLoco inh: 9%

What do the screens show for `COc1ccccc1N1C(=O)c2ccccc2NC1c1ccncc1` (stereo unspecified)?
aGlu spleen mod: -14%; SMN2 splice up: -6%; ALDH1A1 block: inconclusive; GAA glycogen: -1%; GLA spleen mod: -3%; RGS12 GoLoco inh: -1%; GAA inhib: -9%; KDM4E inh: inconclusive

How did Cc1cccc(Cc2nnc(CCC(=O)N(C)Cc3ccncc3C)o2)c1 do in these assays?
aGlu spleen mod: -1%; ALDH1A1 block: -2%; GAA glycogen: 6%; GLA spleen mod: -1%; RGS12 GoLoco inh: 5%; GAA inhib: 6%; KDM4E inh: -12%

What do the screens show for `COc1ccccc1N1CCN(c2ccc(N3C(=O)CCC3=O)cc2[N+](=O)[O-])CC1`?
aGlu spleen mod: 12%; SMN2 splice up: -5%; ALDH1A1 block: -6%; GAA glycogen: -4%; GLA spleen mod: 9%; RGS12 GoLoco inh: -7%; GAA inhib: -1%; KDM4E inh: 0%

Results for CC(=O)Nc1ccc(S(=O)(=O)NCC2CCC(C(=O)NC(C)c3ccc4c(c3)OCCO4)CC2)cc1 (stereo unspecified) ?
aGlu spleen mod: -7%; SMN2 splice up: -32%[inhibitor]; ALDH1A1 block: inconclusive; GAA glycogen: 3%; GLA spleen mod: -16%; RGS12 GoLoco inh: 6%; GAA inhib: -1%; KDM4E inh: 7%

How did CCOC(=O)NC(=O)/C(C#N)=C\NNc1ncc(C(F)(F)F)cc1Cl do in these assays?
aGlu spleen mod: 7%; SMN2 splice up: -3%; ALDH1A1 block: -3%; GAA glycogen: -11%; GLA spleen mod: -4%; RGS12 GoLoco inh: -3%; GAA inhib: 2%; KDM4E inh: -5%

How did COc1cc(OC)c(NC(=S)Nc2cccc(C)c2)cc1Cl do in these assays?
aGlu spleen mod: 2%; SMN2 splice up: 8%; ALDH1A1 block: inconclusive; GAA glycogen: -25%; GLA spleen mod: -8%; RGS12 GoLoco inh: 8%; GAA inhib: -5%; KDM4E inh: 2%

How did Cc1cc(C)cc(NC(=O)C(OC(=O)C2=COCCO2)c2ccccc2)c1 (stereo unspecified) do in these assays?
aGlu spleen mod: -1%; SMN2 splice up: -6%; ALDH1A1 block: inconclusive; GAA glycogen: -4%; GLA spleen mod: 4%; RGS12 GoLoco inh: 2%; GAA inhib: inconclusive; KDM4E inh: 3%

Screens from PubChem BioAssay.
